# High-throughput results: PubChem BioAssay, National Center for Advancing Translational Sciences (NCATS)
# LMNA splice mod – qHTS Assay for Modulators of Lamin A Splicing | HeLa LMNA splicing GFP/RFP minigene ratio, 48 h | Potency, µM (titrated, usually from 46.1 µM), without a hit: top-dose ratio change, negative = inhibition, most hits filed as inhibitors | AID 1487, 2009 | 200,000 compounds, 0.01% hits; active = well fitted inhibition curve with a large enough effect in the signal ratio, with a control signal flat, not every such curve was filed as active; inconclusive = small, poorly fitted or top-dose-only effect, or effect the other way, or a change in a side signal; the % refers to the signal ratio; also: potency is read from the fitted curve at half-maximal effect; % is scaled to controls: 0 for no effect and ±100 for the full control effect
#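 S3 HeLa cells stably expressing lamin A-EGFP splicing minigene plus DsRed2, 600 cells/well, 48 h compound exposure at 37C. Laser-scanning cytometry; analysed as GFP (500-530 nm)/RFP (575-640 nm) total intensity ratio; 0.5% DMSO vehicle.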
# CBFb RUNX1 block – qHTS Assay for Compounds Blocking the Interaction Between CBF-beta and RUNX1 for the Treatment of Acute Myeloid Leukemia. AlphaScreen CBFb-His/RUNX1-biotin binding, biochemical. Potency, µM (titrated, usually from 59.8 µM), for the others: at the highest dose activity, negative = inhibition, actives largely listed as inhibitors. 230,000 tested, under 10 active. AID 1477, 2009; also: % of control where 0% means no effect
# Target sequence (Q01196 whole entry, looked up): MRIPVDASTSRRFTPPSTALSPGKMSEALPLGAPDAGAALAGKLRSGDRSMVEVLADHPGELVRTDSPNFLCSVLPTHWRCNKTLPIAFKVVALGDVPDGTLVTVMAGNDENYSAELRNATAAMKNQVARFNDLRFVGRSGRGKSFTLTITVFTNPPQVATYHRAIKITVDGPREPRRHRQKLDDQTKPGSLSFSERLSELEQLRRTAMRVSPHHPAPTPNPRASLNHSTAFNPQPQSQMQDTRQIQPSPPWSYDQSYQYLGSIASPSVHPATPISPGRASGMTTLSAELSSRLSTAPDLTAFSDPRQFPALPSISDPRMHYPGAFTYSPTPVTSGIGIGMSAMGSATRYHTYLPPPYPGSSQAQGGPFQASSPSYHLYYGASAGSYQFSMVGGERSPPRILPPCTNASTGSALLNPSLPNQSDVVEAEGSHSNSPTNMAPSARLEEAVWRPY
# Target sequence (Q13951 whole entry, looked up): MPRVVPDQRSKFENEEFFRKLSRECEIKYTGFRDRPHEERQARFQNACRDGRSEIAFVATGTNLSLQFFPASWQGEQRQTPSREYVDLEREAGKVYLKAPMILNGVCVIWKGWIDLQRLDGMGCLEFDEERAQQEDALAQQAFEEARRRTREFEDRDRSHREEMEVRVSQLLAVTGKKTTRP
#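 AlphaScreen proximity signal reports loss of binding between His-tagged CBF-beta and biotin-labelled RUNX1, each at 30 nM. Proteins are pre-associated for 20 minutes, compounds added for 15 minutes, then beads for 90 minutes, all at ambient temperature.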
# NPSR antagonist – qHTS Assay for Antagonists of the Neuropeptide S Receptor: cAMP Signal Transduction | 220,000 compounds, 1% hits | Q6W5P4 | Potency, µM (top dose mostly 38.3 µM), for inactives: at the top dose activity change, negative = inhibition, most hits filed as inhibitors | CHO-NPSR cells, cAMP TR-FRET, antagonist mode | AID 1461, 2008; also: potency is read from the fitted curve at half-maximal effect; % is scaled to controls: 0 for no effect and ±100 for the full control effect; nearly all actives have a fitted effect of over 50% in size; many of its hits are not listed in these tables
# Target sequence (Q6W5P4 whole entry, looked up): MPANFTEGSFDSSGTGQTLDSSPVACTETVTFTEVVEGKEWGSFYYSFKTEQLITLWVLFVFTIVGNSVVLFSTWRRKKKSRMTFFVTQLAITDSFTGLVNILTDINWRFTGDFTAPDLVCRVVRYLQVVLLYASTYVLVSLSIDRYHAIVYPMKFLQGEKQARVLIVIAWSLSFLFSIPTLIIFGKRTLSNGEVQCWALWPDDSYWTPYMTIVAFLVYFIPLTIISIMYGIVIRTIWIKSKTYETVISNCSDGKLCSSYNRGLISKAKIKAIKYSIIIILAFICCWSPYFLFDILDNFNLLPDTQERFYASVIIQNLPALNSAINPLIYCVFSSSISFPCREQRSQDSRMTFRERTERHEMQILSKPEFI
# IMPase Li inh – qHTS Assay for Identifying the Cell-Membrane Permeable IMPase Inhibitors: Potentiation with Lithium; Potency, µM (top dose mostly 59.4 µM), without a hit: top-dose activity, negative = IMPase inhibition, most hits filed as inhibitors; CHO-M1 cells, IP1 TR-FRET (IP-One), carbachol + lithium; AID 1457, 2008; 210,000 compounds, 0.35% hits;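 also: IP1 builds up when IMPase is blocked and the TR-FRET signal falls; potency is read from the fitted curve at half-maximal effect; plate controls were basal vehicle for no effect and high inhibitor control for full effect; nearly all actives have a fitted effect of over 50% in size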
#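 Concentration–response in CHO-M1 cells, lithium-potentiated; 30 min at 37C. IP1 detected by competitive TR-FRET after 10 min lysis at RT. Hill-fitted AC50.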
# Epigenetic reg – Quantitative High-Throughput Screen for Regulators of Epigenetic Control; AID 1865, 2009; murine LDR cells, GFP reporter derepression, 30 h; Potency, µM (titrated, usually from 53.9 µM), for the others: at the highest dose GFP activation, hits mostly activators; 280,000 compounds, 0.2% hits; also: potency is read from the fitted curve at half-maximal effect; % of control where 0% means no effect; nearly all actives have a fitted effect of over 60% in size
#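 Murine LDR cells carrying a silenced, genomically integrated CMV-driven GFP reporter were exposed to compound for 30 hours at 37 C. After PBS washes, GFP-positive cells (20–120 um objects) were counted by laser-scanning microplate cytometry.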
# aGal spleen mod – qHTS Assay for Inhibitors and Activators of Human alpha-Galactosidase From Spleen Homogenate. Alpha-galactosidase A (Homo sapiens), P06280. human spleen homogenate, 4MU-alpha-Gal fluorescence, 40 min. Potency, µM (titrated, usually from 80 µM), without a hit: at the highest dose activity change, negative = inhibition, actives largely listed as inhibitors. 240,000 compounds, 0.008% hits;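 also: potency is read from the fitted curve at half-maximal effect; 0% = enzyme with vehicle and -100% = no enzyme basal signal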
#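 Inhibition or activation of alpha-galactosidase in human spleen homogenate is scored by 4-MU fluorescence after 40 min at 37C, pH 5.0, with 1 mM substrate. AC50s come from concentration-response fitted to the Hill equation.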
# KinaseGlo FLuc – Counterscreen for Luciferase (Kinase-Glo TM) Inhibition; 200,000 compounds, 0.28% hits; Potency, µM (series often up to 38.3 µM), without a hit: at the top dose activity change, negative = inhibition, hits mostly inhibitors; Luciferin 4-monooxygenase (Photuris pensylvanica), Q27757; Kinase-Glo luciferase, ATP luminescence, 8 min; also: potency is read from the fitted curve at half-maximal effect; % is scaled to controls: 0 for no effect and ±100 for the full control effect; nearly all actives have a fitted effect of over 60% in size
#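 Luminescence was the read-out, taken after 8-minute incubation at ambient temperature. Luciferase turned over luciferin with 10 uM ATP in imidazole pH 7.2 buffer containing KCl, MgCl2, Tween 20 and BSA.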
# * marks the source's active call; other numbers are inactive results; ? = inconclusive; / = not tested or not shown; [ ] = remark or other dose. Unless noted, calls follow the shape of the dose curve; as a rule, active = well fitted curve in the direction sought with a large enough effect; inconclusive = small, poorly fitted or top-dose-only effect, or another doubt; inactive = no such curve, though single readings can be large; an effect the other way counts as inactive or inconclusive. The list is partial; the hit share may differ from the screen's.
SMILES,LMNA splice mod,CBFb RUNX1 block,NPSR antagonist,IMPase Li inh,Epigenetic reg,aGal spleen mod,KinaseGlo FLuc
CC(C)Cc1nc2oc3c(NCCCN4CCOCC4)ncnc3c2c2c1CCC2,?,2%,-19%[46.1 µM],18%[38.3 µM],0.0%,1%,1%
O=C(CN1CCN(c2ccc(O)cc2)CC1)NC(=O)NCc1ccco1,-24%,-26%,-8%[46.1 µM],/,-0.9%,4%,/
O=C(NNC(=O)[C@@H]1CCCC[C@@H]1C(=O)O)Nc1ccccc1,5%,-1%,9%,-2%,1.3%,0%,2%
Cn1c(CNC(=O)OC(C)(C)C)nnc1SCC(=O)N1CCOCC1,/,17%,10%,/,-1.2%,6%,/
C=CCOc1c2ccc(C(=O)N(CC)c3ccc(OC)cc3)cc2nn1C,1%,6%,-1%[46.1 µM],-1%[38.3 µM],0.6%,3%,4%
N#CCC(=O)N/N=C1\CCCCC1C1CCCCC1 (stereo not given),-8%,-4%,19%,-1%,0.0%,-3%,0%
CCc1ccc(CN2C(=O)c3ccccc3C2C(=O)NCC2CCCO2)cc1 (stereo not given),-5%[46 µM],4%,4%,-5%,1.5%,2%,-4%
Cc1ccc(-n2c(=O)c3ccccc3n(CC(=O)C(C)(C)C)c2=O)cc1,?,3%,-12%,-8%,-4.6%,-16%,-1%
CCCCCC1CC(CC#CCN2CCOCC2)C(=O)O1 (stereo not given),2%,-3%,17%,9%,0.0%,-27%,4%
Cc1nn(CC2CCCCC2)c(N)c1-c1ccccc1,-9%,-6%,?,29%[38.3 µM],0.8%,-3%,-5%
COc1ccc(NC(=O)CSc2nnc(Cc3cccn3C)n2-c2ccc(F)cc2)cc1,-12%,-17%,-13%,4%,-1.0%,-15%,7%
Cc1ccccc1CSCCNC(=O)CCSc1ccccc1,3%,4%,-13%[46.1 µM],-10%[38.3 µM],0.0%,-2%,-5%
COc1ccc(N2CCCn3c2nc2c3c(=O)n(CCc3ccccc3)c(=O)n2C)cc1,0%,-5%,-28%[46.1 µM],15%[38.3 µM],-0.3%,-2%,-1%
COC(=O)C1=C(C)N(CCc2ccc(OC)c(OC)c2)C(=O)C1,-8%,-1%,-6%[46.1 µM],-8%[38.3 µM],-0.7%,5%,-4%
Cc1ccc(N(CC(=O)NC2CCCC2)C(=O)CCCC(=O)Nc2ccccn2)cc1C,4%,3%,-5%[46.1 µM],21%[38.3 µM],0.0%,2%,-2%
O=C(CSc1nnc(-c2ccc(Br)cc2)o1)Nc1cccc2ccccc12,2%,2%,?,-12%[38.3 µM],-0.7%,7%,-2%
CCn1c(CNc2ccccc2Cl)nnc1SCCN1CCCCC1,7%,4%,6%[46.1 µM],1%[38.3 µM],0.2%,9%,-5%
Cc1cc(C)c(O)c(-c2cc(C(=O)Nc3cccnc3)[nH]n2)c1,/,-5%,-53%,/,1.2%,14%,/
N#Cc1cccnc1Nc1ccc(Cl)cc1,-8%[46 µM],6%,5%,14%,-2.2%,7%,-2%
COc1ccc(C2CC(=O)Oc3cc(C)c(Cl)cc32)cc1 (stereo not given),/,16%[89.1 µM],/,8%,0.7%,-6%[119 µM],2%[39.9 µM]
COc1cccc(NC(=O)C(=O)NCc2ccncc2)c1,?,-3%,-1%,-13%,-1.1%,-2%,-16%
Cc1nc(=O)c(-c2ccccc2)c(C)n1CCCO,2%,0%,-8%[46.1 µM],-5%[38.3 µM],-1.7%,-6%,1%
CCn1c(C)cc(/C=C2\NC(=O)N(CC(=O)Nc3ccc(F)cc3)C2=O)c1C,/,11%,5%,-8%,25µM*,3%,-8%
Cc1ccccc1Cn1c2ccccc2c2cnn(CC(=O)N3CCN(c4ccccc4)CC3)c(=O)c21,-11%,-4%,-22%[46.1 µM],-11%[38.3 µM],-1.0%,1%,-1%

# Molecules from the list above with a tert-butyl group (two):
SMILES,LMNA splice mod,CBFb RUNX1 block,NPSR antagonist,IMPase Li inh,Epigenetic reg,aGal spleen mod,KinaseGlo FLuc
Cn1c(CNC(=O)OC(C)(C)C)nnc1SCC(=O)N1CCOCC1,/,17%,10%,/,-1.2%,6%,/
Cc1ccc(-n2c(=O)c3ccccc3n(CC(=O)C(C)(C)C)c2=O)cc1,?,3%,-12%,-8%,-4.6%,-16%,-1%

# Next results
SMILES,LMNA splice mod,CBFb RUNX1 block,NPSR antagonist,IMPase Li inh,Epigenetic reg,aGal spleen mod,KinaseGlo FLuc
CCCCCCCCNC(=O)c1cccnc1SCC(=O)Nc1ccc(OC)cc1OC,2%,3%,-36%,11%,2.0%,-8%,2%
Cn1cc(SCC(=O)N2CCOCC2)c2ccccc21,-10%,-4%,2%[46.1 µM],9%[38.3 µM],0.0%,4%,-1%
Cc1ccc2c(c1)C(SCC(=O)NCCc1ccccc1)CC1(CCCC1)O2 (stereo not given),?,-5%[2.36 µM],-36%,16%,9.7%,-6%,-2%
CC(C)(C)n1ncc2c(=O)n(Cc3ccc(Cl)c(Cl)c3)cnc21,/,10%,-28%,18%,1.3%,-5%,1%
CCOc1ccccc1NC(=O)c1c(NC(=O)CNCc2ccco2)sc2c1CCC2,0%,9%,-29%[46.1 µM],10%[38.3 µM],1.5%,6%,-2%
O=C(c1cnccn1)N1CCC2(CCN(Cc3ccncc3)CC2)CC1,/,/,/,13%,/,-1%,-1%
CN(C)c1cc(N/N=C\c2ccccc2)nc(N(C)C)n1,-27%[46 µM],-5%,-11%,23%,-1.0%,-8%,-2%
CN1CCCN([C@@H](c2ccccc2)c2ccc(Cl)cc2)CC1,?,12%[21.7 µM],/,24%,-0.3%[16.9 µM],10%[29.1 µM],1%[17.1 µM]
COc1ccc(OC)c(NC(=O)C2CCCCC2)c1,?,9%,6%,-2%,0.0%,2%,1%
COC(=O)c1cc2oc3ccccc3c2n1Cc1ccccn1,-13%,-14%,-20%[46.1 µM],14%[38.3 µM],-0.2%,12%,-2%
O=C(Cn1cnc2ccccc21)N1CCN(S(=O)(=O)c2ccccc2)CC1,?,10%,15%,-1%,8.9%,-5%,-3%
CCOC(=O)c1c(NC(=O)c2cccs2)sc(C(=O)N(C)C)c1C,7%,0%,-18%[46.1 µM],23%[38.3 µM],1.4%,-4%,16%

# Part of the list above in order of formula weight, rising:
SMILES,LMNA splice mod,CBFb RUNX1 block,NPSR antagonist,IMPase Li inh,Epigenetic reg,aGal spleen mod,KinaseGlo FLuc
CN(C)c1cc(N/N=C\c2ccccc2)nc(N(C)C)n1,-27%[46 µM],-5%,-11%,23%,-1.0%,-8%,-2%
COC(=O)c1cc2oc3ccccc3c2n1Cc1ccccn1,-13%,-14%,-20%[46.1 µM],14%[38.3 µM],-0.2%,12%,-2%
O=C(Cn1cnc2ccccc21)N1CCN(S(=O)(=O)c2ccccc2)CC1,?,10%,15%,-1%,8.9%,-5%,-3%

# Following part.
SMILES,LMNA splice mod,CBFb RUNX1 block,NPSR antagonist,IMPase Li inh,Epigenetic reg,aGal spleen mod,KinaseGlo FLuc
CC(=O)Nc1ccc(NC(=O)CCCN2C(=O)c3ccccc3C2=O)cc1,/,-2%,1%,-2%,-0.2%,-6%,1%
O=C(CCCCCN1C(=O)c2ccccc2C1=O)Nc1ccc2c(c1)OCCO2,-2%,-4%,-9%[46.1 µM],15%[38.3 µM],1.0%,-11%,-2%
S=c1[nH]nc(CCc2ccccc2)n1-c1ccc(Cl)cc1,9%[46 µM],-4%,-5%,17%,1.1%,5%,-1%
CCOC(=O)C(c1ccccc1)N1CCN(c2ccc(OC)cc2)CC1 (stereo not given),5%,-23%,-1%[46.1 µM],-3%[38.3 µM],-1.3%,-1%,-1%
CCOC(=O)CC1C(=O)NC2CCCCC2N1C(=O)Nc1ccc(Cl)cc1 (stereo not given),0%,7%,-4%[46.1 µM],10%[38.3 µM],0.0%,-13%,0%
NC(=O)c1ccc(NC(=O)COC(=O)/C=C/c2cccs2)cc1,/,-17%,9%,3%,-0.9%,1%,6%
O=C(COC(=O)CCSc1ccccc1)NCc1ccccc1,?,2%,10%,-7%,2.6%,-3%,0%
O=C1OC(c2ccccc2)=N/C1=C\C=C\c1ccccc1[N+](=O)[O-],-1%,1%,6%,0%,0.0%,-17%,-3%
Cc1nn2cc(-c3ccccc3)nc2s1,-2%,4%,0%[46.1 µM],-5%[38.3 µM],0.9%,-1%,-16%
O=C(Oc1ccccc1OC(=O)N1CCOCC1)N1CCOCC1,7%,4%,-23%[7.67 µM],5%[38.3 µM],14%,-1%,-6%
Fc1ccc(N/N=C2/CC(c3ccccc3)Oc3ccccc32)c(F)c1 (stereo not given),20%,1%,-10%,14%,0.0%,0%,1%
CCc1nn(-c2ccccc2)c(N)c1C#N,3%,6%,9%,-9%,-2.0%,-1%,8%
CC(/C=N/NC(=O)c1ccccc1F)c1ccccc1 (stereo not given),/,18%,12%,/,1.1%,1%,/
COc1ccccc1C(=O)N1CCN=C1c1ccccc1,-3%,12%,-7%[46.1 µM],11%[38.3 µM],-0.9%,1%,-3%
N/C(=N\OC(=O)c1cc(Cl)ccc1Cl)c1ccccn1,?,-1%,-23%,-8%,2.5%,0%,-13%
Cc1ccc(S(=O)(=O)N2CCN(C(=O)CN3CCCCC3)C2)cc1,6%,-1%,-13%[46.1 µM],39%[activator][38.3 µM],-1.5%,6%,-2%
C[n+]1cccc(/C=N/NC(=O)CC23CC4CC(CC(C4)C2)C3)c1,/,8%,8%,/,1.4%,-2%,/
CNS(=O)(=O)c1ccc(NC(=O)c2ccccn2)cc1,3%,5%,10%,-2%,-1.3%,2%,-10%

# Two compounds from above, showing only Epigenetic reg, IMPase Li inh and aGal spleen mod.
compound	Epigenetic reg	IMPase Li inh	aGal spleen mod
COc1ccccc1C(=O)N1CCN=C1c1ccccc1	-0.9%	11%[38.3 µM]	1%
N/C(=N\OC(=O)c1cc(Cl)ccc1Cl)c1ccccn1	2.5%	-8%	0%
